High-throughput results: PubChem BioAssay, several laboratories
PLC-beta3 inh: blocks human PLC-beta3 enzyme activity; Q01970; Purified PLC-beta3, fluorogenic substrate, fluorescence; inhibition, % at 12.2 µM; actives 0.18% (n = 370,000); in the data active means inhibition above about 11%;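 further: 0% = median of compound wells on plate and 100% = full blocker control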
DDE Tn7 FP inh: DD(E)-Tn7 binding inhibition, primary FP screen; actives 0.13% (n = 370,000); inhibition, % at 8.3 µM; FP displacement of FITC-Tn7 peptide from fibrin DD(E); 0% = median of compound wells per plate; P02675;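 active means inhibition above the mean of compounds falling within the control limits plus 3 SD of them, cut at about 14% in these data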;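 further: 0% = plate median of compound wells and 100% = 10 µM Aha-Tn7 peptide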
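Assay system: human fibrin DD(E) protein / Input: 2 µM fibrin DD(E) / Benchmarks: high control of 10 µM Aha-Tn7 peptide / Measured by: fluorescence polarization of the labelled Tn7 tracer / Medium: Tris buffer with calcium and detergent, pH 7.8 / Timing: 10 min compound pre-incubation, 3 h probe incubation at room temperature / Repeats: one replicate per compound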
NR1D1 modulator: Rev-erb alpha (human) modulation. AID 1259318. activity, % at 10 µM. Rev-erbα–FITC-DNA binding, fluorescence polarization, 90 min. actives 0.79% (n = 370,000);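 active means activity above about 14%, limit read from the data; passing the limit was not always enough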;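 further: 0% = DMSO wells with 35 nM protein and 100% = DMSO wells with 750 nM protein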
KLK7 zymogen act: proKLK7 (human) activation, primary screen | purified proKLK7, EDANS-DABCYL substrate fluorescence; 100% is mature enzyme control, 0% vehicle | activation, % at 7 µM | actives 0.9% (n = 370,000) | AID 652039;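 active means activation above the mean of all tested compounds plus 3 SD, computed per campaign excluding outliers beyond control limits, cut at about 13% in these data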
ARFGAP1 inhibitor: inhibits rat ARF GTPase activating protein 1. AID 651572. actives 0.26% (n = 360,000). Arfgap1-stimulated ARF1 GTP hydrolysis, GDP FP detection. inhibition, % at 16.5 µM. Q62848;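 active means inhibition above a per-plate limit, mean inhibition of low control wells plus 3 SD, cut at about 25% in these data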;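 further: 0% = DMSO wells with enzyme and 100% = wells lacking Arfgap1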
Target sequence (Q62848 1-136 limits assumed): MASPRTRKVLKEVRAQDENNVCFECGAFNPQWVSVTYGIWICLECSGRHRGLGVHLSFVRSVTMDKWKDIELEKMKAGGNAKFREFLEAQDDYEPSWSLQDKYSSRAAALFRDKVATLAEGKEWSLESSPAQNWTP
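Assay system: purified rat His6-Arfgap1 residues 1-136 (GAP domain); Reagent: human Δ17 ARF1 bound to GTP; Dosing: 16.5 µM single point, 1.26% DMSO; Times: GTP hydrolysis reaction 2 h at 25 °C; Signal: FP, GDP Alexa 633 tracer displaced from anti-GDP antibody, 620/688 nm; Measure: % inhibition from polarization.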
UHRF1 MBD2 ctr: blocks human UHRF1 binding to methylated DNA; UHRF1 binding to methylated oligo, TR-FRET; actives 0.75% (n = 370,000); inhibition, % at 4.4 µM; Q96T88; in the data active means inhibition above about 21%;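 further: UHRF1 SRA domain binding a hemimethylated CpG hairpin DNA probe; 0% = median of test compound wells and 100% = reference inhibitor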
Target sequence (Q96T88 whole entry, looked up, the tested form may be a part): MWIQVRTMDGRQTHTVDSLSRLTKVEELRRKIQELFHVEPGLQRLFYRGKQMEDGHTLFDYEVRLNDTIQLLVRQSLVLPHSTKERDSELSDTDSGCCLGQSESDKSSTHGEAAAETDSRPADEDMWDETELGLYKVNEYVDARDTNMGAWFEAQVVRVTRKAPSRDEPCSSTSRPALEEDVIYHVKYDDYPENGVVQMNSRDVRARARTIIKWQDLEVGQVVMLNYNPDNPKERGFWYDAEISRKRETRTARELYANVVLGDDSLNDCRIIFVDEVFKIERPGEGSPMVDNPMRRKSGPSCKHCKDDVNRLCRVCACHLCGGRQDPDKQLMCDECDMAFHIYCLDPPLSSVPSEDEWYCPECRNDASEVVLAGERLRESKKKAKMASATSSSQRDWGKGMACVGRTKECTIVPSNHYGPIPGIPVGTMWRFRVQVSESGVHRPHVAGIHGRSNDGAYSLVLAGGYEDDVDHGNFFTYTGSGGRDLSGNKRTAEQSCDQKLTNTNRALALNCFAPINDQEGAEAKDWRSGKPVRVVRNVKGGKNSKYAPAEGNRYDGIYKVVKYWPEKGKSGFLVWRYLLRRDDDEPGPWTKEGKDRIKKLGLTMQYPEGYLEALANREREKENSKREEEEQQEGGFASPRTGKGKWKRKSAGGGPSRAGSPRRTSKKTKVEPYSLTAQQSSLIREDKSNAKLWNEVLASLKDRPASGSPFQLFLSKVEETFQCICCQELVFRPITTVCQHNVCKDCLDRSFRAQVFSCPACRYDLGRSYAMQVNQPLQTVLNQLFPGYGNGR
HGIII-sPLA2 inh: Inhibits HGIII-sPLA2 liposome hydrolysis, primary screen. Q9NZ20. QFRET BODIPY PC-A2 liposome hydrolysis, fluorescence. inhibition, % at 12.2 µM. actives 0.56% (n = 370,000). AID 743126;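 active means inhibition above mean plus 3 SD of compounds lying within the high and low control bounds, cut at about 19% in these data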;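 further: 0% = median of test compound wells and 100% = no enzyme DMSO wells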
ASAP1 GAP inh: ASAP1 ArfGAP inhibition | Q9ULH1 | ASAP1-stimulated ARF1 GTP hydrolysis, GDP FP detection | inhibition, % at 16.5 µM | actives 0.19% (n = 360,000) | AID 624377; in the data active means inhibition above about 25%;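 further: 0% = vehicle with enzyme and substrate and 100% = no enzyme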
PLC-gamma1 inh: inhibitors of human phospholipase C gamma1; P19174; purified PLC-gamma1, fluorogenic substrate, fluorescence; inhibition, % at 12.2 µM; actives 0.84% (n = 370,000); in the data active means inhibition above about 9.5%
DDE Tn6 FP inh: disrupts Tn6 cyclic peptide binding to fibrin D-Dimer-E complex. Fibrin DD(E) TRITC-Tn6 fluorescence polarization displacement. inhibition, % at 8.3 µM. actives 0.21% (n = 370,000);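 active means inhibition above a per-campaign cutoff: mean of compounds within control limits plus 3 SD, cut at about 15% in these data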;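 further: 0% = median of all compound wells on the plate and 100% = blocking peptide control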
Numbers without * were called inactive; . = not tested or not shown; + = active, no number. Random draw from the library; 4.5% or so of the library scored in one or more.

Sample of the layout, 3 compounds:
SMILES | PLC-beta3 inh | DDE Tn7 FP inh | NR1D1 modulator | KLK7 zymogen act | ARFGAP1 inhibitor | UHRF1 MBD2 ctr | HGIII-sPLA2 inh | ASAP1 GAP inh | PLC-gamma1 inh | DDE Tn6 FP inh
Cc1nc(CNS(=O)(=O)c2ccc(F)cc2)cs1 | -4 | -3 | -2 | 0.6 | 15 | 2 | 1 | 0 | 2 | -3
CCOc1cc(/C=C2/NC(=O)N(CC(=O)Nc3cccc(C)c3)C2=O)ccc1OC | -4 | 2 | -1 | -0.1 | -3 | -3 | -5 | 7 | -5 | 6
COc1ccccc1CN(C)C(=O)c1cc(C)nc2ccccc12 | -6 | 3 | 2 | -0.7 | -4 | -1 | -1 | 1 | -2 | 3

Results (from the top)
SMILES | PLC-beta3 inh | DDE Tn7 FP inh | NR1D1 modulator | KLK7 zymogen act | ARFGAP1 inhibitor | UHRF1 MBD2 ctr | HGIII-sPLA2 inh | ASAP1 GAP inh | PLC-gamma1 inh | DDE Tn6 FP inh
Cc1nc(CNS(=O)(=O)c2ccc(F)cc2)cs1 | -4 | -3 | -2 | 0.6 | 15 | 2 | 1 | 0 | 2 | -3
CCOc1cc(/C=C2/NC(=O)N(CC(=O)Nc3cccc(C)c3)C2=O)ccc1OC | -4 | 2 | -1 | -0.1 | -3 | -3 | -5 | 7 | -5 | 6
COc1ccccc1CN(C)C(=O)c1cc(C)nc2ccccc12 | -6 | 3 | 2 | -0.7 | -4 | -1 | -1 | 1 | -2 | 3
COc1cccc(/C=C2\SC(=O)N(CCC(=O)NC3CCS(=O)(=O)C3)C2=O)c1 (stereo not given) | -67 | -7 | 5 | 0.1 | -3 | -2 | 0 | 16 | -43 | 0
CCOc1ccccc1NC(=O)CSc1ncnc2c1oc1ccccc12 | 0 | -4 | + | -0.3 | -14 | -1 | 1 | 4 | -1 | -7
CC(NC(=O)C1c2ccccc2Oc2ccccc21)C1CCCO1 (stereo not given) | 2 | -5 | 0 | 0.9 | -9 | 1 | 1 | -3 | 2 | 5
COCC(=O)OC1CCn2c1nc1c2C(=O)C(C)=C(NC(C)=O)C1=O (stereo not given) | 6 | 2 | -4 | 0.3 | -14 | 13 | -5 | 22 | 14* | 2
CCN1CCN(C(=O)c2ccc(OC)c(S(=O)(=O)Nc3ccc(C)cc3)c2)CC1 | -3 | -1 | -6 | 0.8 | 7 | -1 | 2 | -2 | -1 | 2
O=C(COC(=O)/C=C/c1ccco1)NCc1ccccc1 | -6 | 6 | -7 | 0.6 | -2 | 0 | 3 | -1 | 4 | 0
COc1cc2c(cc1OC)C(=O)N(C)CC2 | 1 | -1 | 3 | -0.3 | 8 | 3 | 13 | 3 | 0 | 0
CCOc1cc(/C=N\NC(=O)CC(=O)NCCc2ccccc2)ccc1O | -9 | 1 | 2 | -7.8 | 12 | 5 | -1 | 1 | -2 | -3
COc1ccc(C(=O)Nc2ccc3c(c2)OCO3)cc1S(=O)(=O)N1CCOCC1 | 2 | -4 | 2 | -0.5 | 3 | -2 | 13 | -1 | -1 | 6
Cc1cccn2c(=O)nc(SCC(=O)N3CCCC3)nc12 | -4 | 8 | -1 | -0.9 | 2 | -1 | 8 | 4 | -5 | -3
O=C(CCS(=O)(=O)c1cccc2nonc12)NCCc1ccccc1 | 5 | 5 | 0 | 0.7 | 13 | -2 | 5 | 2 | 1 | 4
COc1nc(Nc2cccc([N+](=O)[O-])c2)nc(OC)n1 | 3 | -11 | 2 | -0.5 | -7 | 1 | 2 | -4 | 3 | -7
COc1cc(C(=O)Nc2ccccc2N2CCN(S(C)(=O)=O)CC2)cc(OC)c1OC | 1 | -1 | 2 | -0.2 | 7 | 0 | -6 | 7 | 0 | -6
COC(=O)c1ccc(NC(=O)C2C3C=CC(O3)C2C(=O)O)cc1 (stereo not given) | 1 | 4 | 5 | 0.3 | -12 | 1 | -1 | -2 | 2 | -1
CCNC(=O)NC(=O)C(C)Sc1nc2cc(C(=O)OC)ccc2c(=O)n1-c1ccccc1 (stereo not given) | 2 | -2 | -3 | 0.1 | 27* | 3 | 12 | -1 | -4 | -3
COCCCN1C(=O)C(CC(=O)NCCc2ccccn2)CC(C(=O)N(C(C)C)C(C)C)=C1C (stereo not given) | -4 | 4 | 1 | -0.4 | 3 | 4 | 17 | -1 | 0 | -1
CCCCNS(=O)(=O)c1ccc(OC)c2ncccc12 | -12 | -4 | 6 | 0.0 | 0 | 5 | -1 | 4 | -7 | -9
Clc1ccc(CCNc2nc3ccccc3n3nnnc23)cc1 | 1 | 5 | 17 | 0.0 | 10 | -1 | -1 | -9 | 0 | 2
Cc1c(NC(=O)Nc2cccc([N+](=O)[O-])c2)c(=O)n(-c2ccccc2)n1C | -1 | -3 | 0 | 0.2 | -15 | 0 | -1 | -9 | 1 | -2
CCCCC1(CC(=O)OCC)SCCN1C(N)=O (stereo not given) | 5 | -1 | -2 | -0.9 | 12 | -1 | -3 | -8 | 2 | -3
O=C(COC(=O)Cc1ccc(Cl)cc1Cl)Nc1ccccc1OC(F)F | -1 | 1 | 2 | -0.1 | 4 | 3 | -36 | -5 | -2 | -1
O=C(NCc1ccccc1)C1=C[C@H](c2ccccc2)C[C@H](OCc2ccc(CO)cc2)O1 | 0 | 5 | 6 | 0.4 | -4 | -4 | -13 | 8 | 3 | -1
CCCNc1ncnc2sc(C)c(C)c12 | 3 | -2 | 1 | 0.1 | 8 | -1 | 0 | -13 | 1 | 3
COC(=O)c1ccc(N2CCN(c3ccccc3)CC2)c(N)c1 | -13 | 1 | 2 | 0.2 | -6 | -1 | 6 | 9 | -8 | 2
C[C@@H]1CCCCO[C@@H](CN(C)C(=O)CCCN(C)C)[C@@H](C)CN([C@H](C)CO)C(=O)c2cc(NC(=O)CCC(F)(F)F)ccc2O1 | -1 | 1 | -1 | 0.1 | 10 | -3 | 4 | -13 | -3 | 0
Cc1ccc(Nc2nc(Cl)nc(N(C)C#N)n2)cc1 | 2 | -6 | -3 | 0.4 | -7 | 7 | 1 | 6 | 2 | -5
CC1(NC(=O)Cn2cc(C(F)(F)F)ccc2=O)CCS(=O)(=O)C1 (stereo not given) | -7 | 14 | 2 | 0.3 | -9 | 3 | 8 | 6 | 0 | -2
CCC(Sc1nc2c(c(=O)[nH]1)CCC2)C(=O)Nc1cccc(OC)c1 (stereo not given) | 0 | 7 | -3 | 0.4 | 8 | 0 | -12 | -17 | 1 | -1
CCCCCCCCN1C(=O)[C@H](CC(=O)NCc2ccc(C)o2)C[C@@]2(C(=O)OC)CCCCC=C12 | -3 | 1 | 2 | 0.0 | -1 | 4 | -9 | 5 | 1 | -1
CC(C)C(OC(=O)c1ccco1)C(=O)NCc1ccc2c(c1)OCO2 (stereo not given) | -7 | 0 | 0 | -0.2 | -20 | 0 | 2 | -15 | 0 | 2
O=c1cc(CN2CCN(c3ccccc3F)CC2)c2c(ccc3ccccc32)o1 | -24 | -9 | -7 | -21 | 9 | 1 | 2 | 6 | -17 | -9
C=CCN(CC=C)C(=S)NC(=O)c1ccc([N+](=O)[O-])cc1 | 2 | -8 | 4 | -0.5 | 3 | 0 | 13 | 12 | -1 | 2
COc1cccc(CNC(=O)c2ccc(CS(=O)(=O)Cc3ccc(C)cc3)o2)c1 | -7 | -7 | -3 | 0.0 | -3 | -3 | 2 | -2 | 4 | 2
Cc1ccc(-n2c(SCC(=O)O)nc3sc4c(c3c2=O)CC(C)(C)SC4)cc1 | -9 | 4 | -3 | 0.1 | -3 | 2 | 7 | 6 | 2 | -6
CC(C)Nc1nc(-c2ccncc2)nc(-c2ccc(Cl)cc2)c1C#N | 2 | -1 | 20* | 0.1 | -12 | 1 | 0 | -9 | -1 | -1
Cc1cc(C)c(NC(=O)C2CCCN2C)c(C)c1 (stereo not given) | -1 | -4 | 3 | -0.1 | -10 | 1 | -5 | 0 | 0 | -9
CCCNC(=O)COC(=O)c1ccc(-c2ccccc2)cc1 | -3 | 1 | 0 | 0.2 | 5 | 0 | -8 | 0 | 3 | 1
COCC(=O)NC1CCCCCC1 | -5 | 1 | -1 | 0.0 | 11 | -4 | -1 | 4 | 4 | 1
COc1cccc(OC)c1NC(=O)NC(=O)c1c(OC)c(Br)cc([N+](=O)[O-])c1OC | 1 | -8 | 5 | 0.5 | 10 | 3 | 5 | 3 | 3 | -6
COc1ccc(Cc2nc(C(=O)NCc3ccccc3OC)cs2)cc1 | 6 | -4 | -5 | 0.7 | -6 | -1 | -6 | -2 | 4 | -2
C/C=C/c1cccc(-c2nc(C(=O)N3CCOCC3)cc3c2[C@@H](CCO)N(C(=O)NC(C)C)C3)c1 | 1 | 1 | 1 | 0.4 | -6 | -3 | 2 | -7 | -1 | -2
O=S(=O)(Nc1ccon1)c1ccc(Br)cc1 | -4 | -1 | -1 | -0.5 | 7 | -2 | -1 | 17 | 1 | 1
COC(=O)C1CN(Cc2ccc(OC)cc2)CCS(=O)(=O)N1Cc1ccc(F)cc1 (stereo not given) | 0 | 3 | 2 | 1.3 | . | -2 | -5 | . | 1 | -4
O=C(c1cc(Cl)ccc1Cl)N1CCN(c2ccccn2)CC1 | 6 | -6 | 7 | -0.8 | -1 | 2 | 2 | 3 | 2 | -2
O=C(O)c1ccccc1OCCOCCOc1ccccc1C(=O)O | 4 | -7 | -1 | -0.8 | -6 | 0 | 5 | 2 | 1 | 3
Cc1cc(N2CCC(C)CC2)nc2ccccc12 | -19 | 3 | -2 | . | . | 2 | 1 | . | -12 | -1
CCN(CC)S(=O)(=O)c1ccc2oc(SCC3CN=C(c4ccc(OC)cc4)S3)nc2c1 (stereo not given) | -22 | 6 | 6 | 0.1 | -12 | 4 | 1 | 9 | -18 | 6
O=C(O)c1ccc(NC(=O)c2cccc(C(=O)Nc3ccc(C(=O)O)cc3)c2)cc1 | 3 | -6 | 6 | 0.0 | 6 | 0 | 12 | 4 | 3 | -4
COc1ccc(NC(=O)CN2C(=O)NC3(CCCC3)C2=O)cc1OC | -4 | 8 | -2 | -0.1 | 2 | 3 | 1 | -7 | 1 | 7
O=C1CSC(c2cccs2)N1c1nncs1 (stereo not given) | 3 | 0 | -2 | 0.6 | 4 | -2 | 1 | -16 | 1 | 3
Cc1ccc(COc2ccsc2-c2n[nH]c(=S)n2C)cc1 | -8 | 1 | -3 | 0.6 | 7 | -2 | 17 | 1 | -6 | 2
CC(NC(=O)Nc1ccccc1)C(c1cccs1)N1CCOCC1 (stereo not given) | 2 | 2 | 1 | 0.1 | -8 | -1 | 0 | -4 | 0 | 10
O=C1Nc2cc(Cl)c(Cl)cc2N(O)N1c1ccccc1Cl | -1 | -7 | 6 | -0.5 | 14 | 3 | 3 | -2 | -1 | -3
